proCasp3 act: procaspase-3 (human) activation; 330,000 tested, 0.11% active; recombinant procaspase-3 D3A, Ac-DEVD-pNA absorbance 405 nm; activation, % at 8.5 µM; AID 463141; P42574;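 active = activation above the mean of all tested compounds plus 3 SD, cut at about 21% in these data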;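 also: 0% = DMSO alone and 100% = DMSO wells spiked with extra 5 µM PC-3 D3A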
Target sequence (P42574 whole entry D9A/D28A/D175A): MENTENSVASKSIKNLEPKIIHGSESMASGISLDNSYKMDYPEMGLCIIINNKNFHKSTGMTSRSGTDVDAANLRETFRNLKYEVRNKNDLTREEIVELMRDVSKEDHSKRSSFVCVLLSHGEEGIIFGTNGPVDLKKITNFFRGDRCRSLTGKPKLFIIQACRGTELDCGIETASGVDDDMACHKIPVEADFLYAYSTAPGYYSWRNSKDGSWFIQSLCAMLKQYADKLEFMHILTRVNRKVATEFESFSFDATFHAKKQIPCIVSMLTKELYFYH
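Assay system – Procaspase-3 D3A mutant, all three cleavage aspartates alanine · Controls – DMSO-only low control, 5 µM PC-3 D3A high control · Schedule – 1 h compound preincubation, 2 h substrate hydrolysis at 25 °C · Signal – 405 nm absorbance of p-nitroaniline, reads at 0 and 120 min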
PP5 inh: inhibitors of human protein phosphatase 5 (PP5) | P53041 | inhibition, % at 6.7 µM | purified PP5c, OMFP substrate fluorescence | 320,000 tested, 0.18% active;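 active = inhibition above the campaign's mean inhibition across all tested compounds plus 3 SD, cut at about 9.5% in these data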;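 also: 0% = DMSO only and 100% = 100 µM cantharidin control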
Target sequence (P53041 whole entry, looked up): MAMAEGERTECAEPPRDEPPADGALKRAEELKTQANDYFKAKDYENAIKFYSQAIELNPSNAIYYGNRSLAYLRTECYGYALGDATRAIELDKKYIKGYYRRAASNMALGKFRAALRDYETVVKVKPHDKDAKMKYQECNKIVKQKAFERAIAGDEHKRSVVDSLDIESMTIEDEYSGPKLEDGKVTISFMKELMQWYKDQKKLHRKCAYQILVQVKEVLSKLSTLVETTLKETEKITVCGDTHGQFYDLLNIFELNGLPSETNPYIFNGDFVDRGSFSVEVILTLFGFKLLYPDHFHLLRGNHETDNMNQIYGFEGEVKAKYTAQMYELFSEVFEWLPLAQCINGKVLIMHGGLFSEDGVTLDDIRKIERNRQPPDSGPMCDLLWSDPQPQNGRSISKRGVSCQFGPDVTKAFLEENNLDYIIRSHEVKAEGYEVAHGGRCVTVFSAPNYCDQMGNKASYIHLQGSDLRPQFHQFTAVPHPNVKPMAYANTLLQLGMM
procasp7 counter: activates human procaspase-7, counter-screen for procaspase-3 activators | P55210 | recombinant procaspase-7, Ac-DEVD-pNA absorbance 405 nm; D23A/D198A/D206A triple mutant, cannot self-cleave; scale: DMSO 0, 5 µM enzyme 100 | activation, % at 8.5 µM | 330,000 tested, 0.093% active | AID 463210;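 active = percent activation above the screen-wide mean plus 3 SD, cut at about 25% in these data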
Target sequence (P55210 whole entry D23A/D198A/D206A): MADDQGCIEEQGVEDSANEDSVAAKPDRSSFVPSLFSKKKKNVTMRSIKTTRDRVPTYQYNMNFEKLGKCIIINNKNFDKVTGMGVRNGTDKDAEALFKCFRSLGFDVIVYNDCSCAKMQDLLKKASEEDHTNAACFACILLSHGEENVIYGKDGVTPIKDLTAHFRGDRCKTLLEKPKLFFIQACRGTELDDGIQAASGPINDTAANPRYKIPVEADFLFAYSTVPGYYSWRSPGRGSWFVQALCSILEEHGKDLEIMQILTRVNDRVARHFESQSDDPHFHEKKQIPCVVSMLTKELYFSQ
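Detection: p-Nitroaniline absorbance at 405 nm, read at 0 and 120 min; system: Uncleavable procaspase-7 mutant enzyme; evaluation: % activation from two-timepoint absorbance difference, scaled to controls; times: 1 h enzyme–compound preincubation and 2 h substrate reaction, both 25 °C; buffer or medium: Zinc-free HEPES pH 7.4 with 300 mM NaCl, 0.01% Triton X-100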
PAFAH2 FP inh: PAFAH2 (human) inhibition; 340,000 tested, 0.99% active; inhibition, % at 3.39 µM; recombinant PAFAH2, FP-rhodamine activity probe, fluorescence polarization; AID 492956;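 active = inhibition above the mean over all tested compounds plus 3 SD, cut at about 30% in these data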;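 also: inhibitors block probe labeling of enzyme so polarization drops; 0% = enzyme with DMSO and 100% = wells lacking PAFAH2 protein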
PP1 inh: PP1-alpha (human) inhibition in PP5 counter-screen | P62136 | purified PP1alpha, OMFP fluorescence | inhibition, % at 6.7 µM | 320,000 tested, 0.9% active;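 active = inhibition above the mean inhibition of all tested compounds plus 3 SD, computed separately for each screening campaign, cut at about 15% in these data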
CTSL1 counter: cathepsin L1 inhibition, PFM18AAP counter-screen; recombinant F. hepatica cathepsin L1, Z-Leu-Arg-MCA fluorescence; inhibition, % at 5.96 µM; 300,000 tested, 0.49% active; AID 1906;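 active = inhibition above the mean of all tested compounds plus 3 SD, set per screening campaign, cut at about 17% in these data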;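 also: 0% = plate median of test compound wells and 100% = 1 µM Z-Phe-Ala-diazomethylketone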
HCV core dimer: blocks dimerization of HCV core protein; TR-FRET GST/Flag-core106 dimerization, 1536-well; inhibition, % at 5 µM; 300,000 tested, 0.33% active; AID 1899;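 active = inhibition above the mean of all tested compounds plus 3 SD, set per screening campaign, cut at about 45% in these data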
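Test system: GST/Flag-tagged HCV core106 proteins; Medium: KF-containing HEPES buffer, pH 7.45, DTT, CHAPS, BSA; Times: compound-protein-antibody incubation 4 h at 22.5 °C; Detection: TR-FRET 671 and 617 nm emission; Benchmarks: wells lacking GST-core106 and wells with excess unlabelled core106.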
AHR act: human AHR activation | AHR-responsive luciferase reporter cells, luminescence | activation, % at 5 µM | 320,000 tested, 2.5% active | AID 2796; in the data active = activation above about 47%;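 also: 0% = vehicle wells and 100% = reference agonist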
TPT1 inhibitor: inhibitors of Candida albicans tRNA 2'-phosphotransferase TPT1. recombinant caTPT1, FP RNA substrate dephosphorylation. inhibition, % at 5 µM. 300,000 tested, 0.81% active;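 active = inhibition above the mean of all tested compounds plus 3 SD, set per screening campaign, cut at about 24% in these data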;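 also: plate controls were DMSO alone for no effect and ferristatin control at 100 nM for full effect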
Active calls of the source: *; . = not tested or not shown.

SMILES | proCasp3 act | PP5 inh | procasp7 counter | PAFAH2 FP inh | PP1 inh | CTSL1 counter | HCV core dimer | AHR act | TPT1 inhibitor
O=C(NCc1ccccc1)C1=C[C@H](C2CC2)C[C@H](OCc2ccc(CO)cc2)O1 | 6 | 1.4 | -2 | 6 | -2 | -3 | 5 | 0 | -4
Cc1c(NC(=O)/C(=C/c2cccs2)NC(=O)c2ccccc2)c(=O)n(-c2ccccc2)n1C | 6 | 0.9 | -2 | 1 | -4 | 1 | -2 | 1 | -6
COc1cc(/C=C2\SC(=Nc3ccccc3)N(Cc3ccco3)C2=O)ccc1OC(C)C(=O)O (stereo not drawn) | 10 | 1.6 | -9 | -4 | 8 | 5 | 12 | -4 | -3
COc1c2c(cc3oc(CO[C@@H]4O[C@H](CO)[C@@H](O)[C@H](O)[C@H]4O)cc(=O)c13)O[C@H](C(C)(C)O)C2 | 2 | . | -1 | 3 | . | . | . | 0 | .
COc1ccc(CCNC(=O)c2c[nH]c3ccccc3c2=O)cc1OC | 0 | 1.9 | -5 | -10 | 0 | 4 | -1 | 11 | 1
O=C(NCc1ccccc1Cl)C1CCC(CNc2c(N3CCCCC3)c(=O)c2=O)CC1 (stereo not drawn) | -2 | 1.6 | 2 | 10 | -5 | 1 | 13 | -4 | -1
COC(=O)c1ccccc1NC(=O)c1cnn2cccnc12 | -5 | 0.0 | -2 | -2 | -8 | -2 | -4 | 5 | 2
Cc1cccnc1CN1CCN(Cc2nc(Cc3cccc(F)c3)no2)CC1 | -2 | 1.4 | 7 | 0 | -2 | 3 | -5 | -1 | -3
O=C(CC1C(=O)NCCN1Cc1cccc(F)c1F)NCCCC1CCCC1 (stereo not drawn) | 9 | 0.3 | 3 | -2 | 4 | 15 | 4 | 3 | -3
CSc1nnc(SCC(=O)Nc2ccc3[nH]c(=O)[nH]c3c2)s1 | 5 | -0.1 | -3 | 0 | 2 | . | . | -1 | .
Cc1ccc2[nH]c(O)c(N=NC(=O)CCc3ccccc3)c2c1Br | 9 | 2.4 | -4 | 4 | -1 | 5 | -6 | 9 | -2
CC(C)CC(C(=O)NC(=O)NCc1ccccc1)N1C(=O)c2ccccc2C1=O (stereo not drawn) | -4 | 4.2 | -6 | 4 | 0 | 7 | 11 | -4 | -4
CN1CCN(S(=O)(=O)c2ccc(NC(=O)c3cccc(S(=O)(=O)N4CCCC4)c3)cc2)CC1 | 1 | 2.2 | 1 | -5 | -2 | -4 | 2 | 0 | 4
Cc1ccc(-n2c(SCC(=O)NC3CCCCC3)nc3c(c2=O)SCC3)cc1 | -4 | 2.6 | -4 | -2 | -1 | 3 | 1 | -1 | -3
Cc1ccc(NC(=O)CN2C(=O)C3CC=CCC3C2=O)cc1S(=O)(=O)N1CCOCC1 (stereo not drawn) | 2 | 0.4 | 1 | 3 | -2 | 0 | -2 | 1 | 1
CCOC(=O)c1cnc2ccccc2c1Nc1ccc2c(c1)OCCO2 | -7 | 5.5 | 7 | 3 | 1 | -1 | -1 | 1 | 2
O=C(CC(c1ccco1)S(=O)(=O)c1ccccc1)c1ccc(F)cc1 (stereo not drawn) | -20 | 1.2 | -13 | -4 | -2 | 1 | -4 | -5 | -1
COCCn1c(C)cc(C2=NNC(=Nc3ccccc3)SC2)c1C | 6 | -3.8 | -8 | 9 | 9 | -1 | 3 | 5 | 0
CCC(C)(C)n1nnnc1C(c1ccccc1F)N1CCN(C(=O)c2ccco2)CC1 (stereo not drawn) | -3 | 1.0 | 10 | -5 | -1 | 1 | -4 | 0 | 1
COCCN1C(=O)c2ccc(C(=O)NCc3ccco3)cc2C1=O | 4 | -1.6 | -2 | 0 | -4 | 3 | -1 | 1 | 0
COc1cccc(-n2c(SC3CCOC3=O)nc3ccccc3c2=O)c1 (stereo not drawn) | 5 | 1.7 | 9 | 1 | -2 | 4 | 0 | -1 | 2
Cc1cccc(NC(=O)c2ccc3c(=O)n4c(nc3c2)CCCCC4)n1 | 1 | -0.9 | 3 | -1 | -2 | 1 | -1 | 9 | -2
COc1ccc(C(=O)N2CCN(Cc3ccccn3)CC2)cc1 | 5 | 4.0 | 2 | -2 | -1 | 2 | 3 | 1 | 2
Cc1c(C(=O)Nc2cccc(Cl)c2)oc2ccc(S(=O)(=O)N3CCC4(CC3)OCCO4)cc12 | 2 | 1.3 | 0 | -18 | -5 | -2 | 1 | 3 | 0
NS(=O)(=O)c1ccc(CNC(=S)Nc2ccc(F)c(Cl)c2)cc1 | 7 | -0.1 | -8 | 6 | -2 | 0 | -5 | -2 | -2

Other entries:
SMILES | proCasp3 act | PP5 inh | procasp7 counter | PAFAH2 FP inh | PP1 inh | CTSL1 counter | HCV core dimer | AHR act | TPT1 inhibitor
NC(=O)c1ccccc1NC(=O)Nc1ccccc1Cl | 3 | 1.0 | 12 | 11 | -8 | -2 | -7 | 1 | 9
COc1cc(Nc2nc3ccccc3n3nnnc23)cc(OC)c1OC | 3 | 1.4 | 0 | 3 | -2 | 1 | -16 | 25 | 9
CC(C)Sc1nc2ccc(N3C(=O)C4CCCCC4C3=O)cc2s1 (stereo not drawn) | 2 | 1.4 | 9 | -3 | -2 | 5 | 3 | 22 | -2
O=C(CN(C(=O)c1csnn1)c1cccc(Cl)c1)NC1CCCCC1 | -5 | 3.0 | -7 | 7 | -3 | 1 | -1 | 2 | -2
O=C(Nc1cccc(-c2nc3ccccc3s2)c1)c1cccs1 | -1 | 4.2 | 8 | -59 | -1 | 0 | 10 | 46 | -3
O=C(O)C1=C[C@@H](C2CCCCC2)C[C@@H](OCCCCO)O1 | 0 | 3.2 | 4 | 2 | -2 | -2 | -7 | -4 | -4
O=C(O)/C=C/c1cccc(NC(=O)c2ccc(Cl)cc2)c1 | -3 | 0.4 | -2 | 1 | -2 | 7 | -5 | 1 | -7
CCN(CC)CCN1C(=O)c2oc3ccccc3c(=O)c2C1c1cccc(Br)c1 (stereo not drawn) | -18 | 4.2 | -22 | 0 | 5 | -1 | 0 | 7 | 0
COc1ccc(C)cc1Nc1ccc(C(=O)O)cc1[N+](=O)[O-] | -3 | -0.2 | -2 | 4 | 2 | 3 | 1 | -2 | 5
COc1ccc(S(=O)(=O)Cc2ccc(C(=O)N3CCN(c4ncccn4)CC3)o2)cc1 | 3 | 0.9 | 5 | 0 | -4 | -1 | 7 | 7 | 0
COc1ccccc1OCC(=O)NNC(=O)c1cccs1 | -3 | -1.3 | 6 | -2 | 1 | -35 | 0 | 0 | 5
COc1ccc(CNC(=O)C2CCN(c3nn4c(=O)cc(C)nc4s3)CC2)cc1 | 0 | -3.7 | 6 | 4 | 0 | -5 | 0 | 1 | -1
CC(C)(C)NC(=O)C(c1cccnc1)N(C(=O)c1ccc(Cl)nc1)C1CCCC1 (stereo not drawn) | -4 | 0.8 | 7 | 0 | -3 | -1 | -1 | 3 | -1
Cc1ccccc1NC(=S)c1ccc2ccccc2n1 | -15 | 1.6 | -18 | 1 | 0 | 0 | 1 | 34 | 0
CCOc1ccc(CCNC(=O)COC(=O)c2ccc(S(C)(=O)=O)cc2)cc1OCC | -8 | -0.6 | -5 | 5 | -4 | -4 | -8 | 0 | -3
O=C(NCC(c1cccs1)N1CCOCC1)c1ccc(Cl)c([N+](=O)[O-])c1 (stereo not drawn) | 5 | -1.6 | 3 | -3 | -4 | 0 | 2 | 8 | 3
C=CCN1C=CC(=O)CC1 | 8 | 1.2 | -1 | 2 | 2 | -1 | -16 | 0 | -57
COc1cccc2c1CCC(NC(C)=O)C2=O (stereo not drawn) | -4 | 0.1 | -3 | 3 | -2 | 5 | 2 | 3 | -1
O=C(NCCN1CCN(Cc2ccccc2)CC1)Nc1cc(Cl)cc(Cl)c1 | 6 | 1.0 | -12 | -4 | -2 | -1 | 4 | 5 | -1
CCOCCc1nnc(NC(=O)C2CC(=O)N(CCc3ccc(F)cc3)C2)s1 (stereo not drawn) | 9 | 4.1 | -2 | 5 | -3 | 2 | 8 | 4 | 0
Cc1cc(C)nc(CCNC(=O)c2cc(COc3ccccc3)on2)n1 | -2 | -1.2 | 11 | -3 | -10 | 0 | 8 | 14 | 2
COc1ccc(Cl)cc1S(=O)(=O)NCc1cccs1 | -3 | 0.3 | 5 | -2 | 1 | 0 | -2 | -1 | -3
CCc1ccc(-c2cc(C)no2)cc1S(=O)(=O)NCCN1CCC(C)CC1 | -10 | 0.6 | 9 | 0 | 0 | 0 | -4 | 2 | -2

An excerpt from above in order of length of the SMILES, lowest first.
SMILES | proCasp3 act | PP5 inh | procasp7 counter | PAFAH2 FP inh | PP1 inh | CTSL1 counter | HCV core dimer | AHR act | TPT1 inhibitor
C=CCN1C=CC(=O)CC1 | 8 | 1.2 | -1 | 2 | 2 | -1 | -16 | 0 | -57
Cc1ccccc1NC(=S)c1ccc2ccccc2n1 | -15 | 1.6 | -18 | 1 | 0 | 0 | 1 | 34 | 0
COc1ccc(C(=O)N2CCN(Cc3ccccn3)CC2)cc1 | 5 | 4.0 | 2 | -2 | -1 | 2 | 3 | 1 | 2
CCOC(=O)c1cnc2ccccc2c1Nc1ccc2c(c1)OCCO2 | -7 | 5.5 | 7 | 3 | 1 | -1 | -1 | 1 | 2
Cc1cc(C)nc(CCNC(=O)c2cc(COc3ccccc3)on2)n1 | -2 | -1.2 | 11 | -3 | -10 | 0 | 8 | 14 | 2
CSc1nnc(SCC(=O)Nc2ccc3[nH]c(=O)[nH]c3c2)s1 | 5 | -0.1 | -3 | 0 | 2 | . | . | -1 | .
CCc1ccc(-c2cc(C)no2)cc1S(=O)(=O)NCCN1CCC(C)CC1 | -10 | 0.6 | 9 | 0 | 0 | 0 | -4 | 2 | -2
CC(C)CC(C(=O)NC(=O)NCc1ccccc1)N1C(=O)c2ccccc2C1=O (stereo not drawn) | -4 | 4.2 | -6 | 4 | 0 | 7 | 11 | -4 | -4
O=C(NCc1ccccc1Cl)C1CCC(CNc2c(N3CCCCC3)c(=O)c2=O)CC1 (stereo not drawn) | -2 | 1.6 | 2 | 10 | -5 | 1 | 13 | -4 | -1
CC(C)(C)NC(=O)C(c1cccnc1)N(C(=O)c1ccc(Cl)nc1)C1CCCC1 (stereo not drawn) | -4 | 0.8 | 7 | 0 | -3 | -1 | -1 | 3 | -1
O=C(NCc1ccccc1)C1=C[C@H](C2CC2)C[C@H](OCc2ccc(CO)cc2)O1 | 6 | 1.4 | -2 | 6 | -2 | -3 | 5 | 0 | -4
Cc1c(NC(=O)/C(=C/c2cccs2)NC(=O)c2ccccc2)c(=O)n(-c2ccccc2)n1C | 6 | 0.9 | -2 | 1 | -4 | 1 | -2 | 1 | -6
COc1c2c(cc3oc(CO[C@@H]4O[C@H](CO)[C@@H](O)[C@H](O)[C@H]4O)cc(=O)c13)O[C@H](C(C)(C)O)C2 | 2 | . | -1 | 3 | . | . | . | 0 | .

Screening results: PubChem BioAssay, The Scripps Research Institute Molecular Screening Center

Not a hit list (roughly 5.6% active in at least one column).
